# Screening results as filed in PubChem BioAssay.
# TDP1 block – blocks human tyrosyl-DNA phosphodiesterase 1; Q9NUW8; recombinant TDP1, AlphaScreen DNA substrate cleavage; Potency, µM (titrated, usually from 130 µM), for the others: at the top dose activity change, negative = inhibition, most hits filed as inhibitors; 350,000 tested, 0.28% active; AID 485290; note: nearly all actives have a fitted effect of over 40% in size
# Target sequence (Q9NUW8 whole entry, looked up): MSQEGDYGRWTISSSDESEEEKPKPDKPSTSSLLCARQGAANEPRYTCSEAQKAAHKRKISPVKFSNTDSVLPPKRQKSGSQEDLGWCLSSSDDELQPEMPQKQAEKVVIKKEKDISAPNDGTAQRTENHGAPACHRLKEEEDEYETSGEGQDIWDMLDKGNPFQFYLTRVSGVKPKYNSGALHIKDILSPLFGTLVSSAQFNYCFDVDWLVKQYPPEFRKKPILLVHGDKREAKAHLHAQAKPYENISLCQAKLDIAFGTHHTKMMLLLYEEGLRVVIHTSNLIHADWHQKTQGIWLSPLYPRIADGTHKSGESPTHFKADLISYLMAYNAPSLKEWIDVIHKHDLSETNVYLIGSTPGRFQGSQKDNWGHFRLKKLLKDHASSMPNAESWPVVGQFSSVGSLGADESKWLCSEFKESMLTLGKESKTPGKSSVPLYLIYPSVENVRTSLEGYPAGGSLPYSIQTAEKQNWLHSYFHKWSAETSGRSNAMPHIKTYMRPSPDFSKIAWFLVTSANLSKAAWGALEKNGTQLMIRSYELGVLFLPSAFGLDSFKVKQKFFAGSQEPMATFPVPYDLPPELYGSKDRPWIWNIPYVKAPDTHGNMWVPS
#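 AlphaScreen read-out: signal falls as enzyme removes the 3' tyrosine-FITC from a 5'-biotinylated DNA oligo (15 nM, 5 min, RT). Enzyme was E. coli-made recombinant Tdp1 at 1 nM, exposed to compound for 15 min beforehand; beads 10 ug/ml, 10 min.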
# FEN1 inh – human FEN1 inhibition. P39748. AID 588795. Potency, µM (doses to about 114 µM), inactives show top-dose activity change, negative = inhibition, usual class: inhibitors. 390,000 tested, 0.35% active. Recombinant FEN1 flap cleavage, fluorescence, 15 min; note: nearly all actives have a fitted effect of over 65% in size
# Target sequence (P39748 whole entry, looked up): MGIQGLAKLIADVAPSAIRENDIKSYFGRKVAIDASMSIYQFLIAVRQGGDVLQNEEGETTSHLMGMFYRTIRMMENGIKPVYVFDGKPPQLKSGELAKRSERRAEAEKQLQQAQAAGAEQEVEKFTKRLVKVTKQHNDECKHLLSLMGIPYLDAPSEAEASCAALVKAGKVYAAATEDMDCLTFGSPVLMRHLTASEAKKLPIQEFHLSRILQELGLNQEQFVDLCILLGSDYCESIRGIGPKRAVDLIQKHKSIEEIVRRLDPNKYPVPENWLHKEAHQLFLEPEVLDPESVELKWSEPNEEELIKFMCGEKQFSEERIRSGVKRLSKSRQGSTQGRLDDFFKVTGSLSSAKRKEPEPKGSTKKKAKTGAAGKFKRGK
#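 FEN1 at 10 nM preincubated with compounds 15 min at room temperature, then flap DNA substrate added at 50 nM final. Signal read at 0 and 15 min; concentration-response fitted with four-parameter Hill equation.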
# N370S GC mod – inhibits or activates N370S mutant glucocerebrosidase; 330,000 tested, 0.092% active; AID 2101; P04062; N370S GC spleen homogenate, 4MU-glucoside fluorescence; Potency, µM (doses to about 59.4 µM), without a hit: top-dose activity change, negative = inhibition, hits mostly inhibitors;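 note: 0% = full enzyme activity and -100% = no enzyme basal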
# * marks the source's active call; other numbers are inactive results; ? = inconclusive; . = no result given; & = joins results of further samples; [ ] = another dose, or the depositor's remark. Calls come from the whole dose curve; as a rule, active = well fitted curve in the direction sought with a large enough effect; inconclusive = small, poorly fitted or top-dose-only effect, or another doubt; inactive = no such curve, though single readings can be large; an effect the other way counts as inactive or inconclusive. Unless noted, % is set by controls: 0 for no effect and ±100 for the full control effect; potency is the fitted concentration of half-maximal effect.
TDP1 block	FEN1 inh	N370S GC mod	mol
.	9.5%	-1.3%	N#CCNC(=O)c1nn2c(C(F)(F)F)cc(-c3ccccc3)nc2c1Br
2.7%	1.9%	-5.8%	COc1ccc(S(=O)(=O)N(CCC(N)=O)Cc2ccco2)cc1OC
2.8%	15.6%	1.8%	O=C(NC1CC1)C1CCN(C2CCN(C(=O)CSc3ccccc3)CC2)CC1
2.9%	0.7%	7.0%	COC(=O)c1sc2ncccc2c1OCc1ccc(Cl)cc1
6.2%	17.3%	.	CCOc1ccc(-c2nc(CNC(=O)NC3CCCCC3)c(C)o2)cc1
10.4%[56.1 µM]	-9.4%	-2.8%&-3.3%&-20.4%&-2.4%	NC(N)=NC(N)=Nc1cccc(Cl)c1
-4.2%	7.3%	29.7%	C=C1CSc2nc(=O)c3c4c(sc3n21)CCC4
-5.1%	-14.1%	8.9%	COc1ccc(C)cc1NC(=O)C1COc2ccccc2O1 (stereo not drawn)
2.7%	-7.7%	-1.2%	COc1ccc(-n2c(CCc3ccccc3)nnc2SCC(=O)c2ccccc2)cc1
2.9%	-20.0%	-9.7%	O=C(CSc1nnc(Cc2ccccc2)o1)NCc1ccco1
3.7%	9.5%	26.7%	C=CCn1c(SCc2ccccc2F)nc2cc(C(=O)O)ccc2c1=O
5.1%	5.6%	-0.3%	Cc1nc2ccccc2c(=O)n1CCCO
-2.6%	11.2%	-2.7%	Clc1cccc(NCc2ccccc2)n1
1.1%	2.4%	-15.3%	CSCCC(NC(=O)c1ccccc1)C(=O)N/N=C(\C)Cc1ccccc1 (stereo not drawn)
6.2%	-10.1%	2.1%	O=CN(Cc1ccco1)C1(C(=O)NC2CCCCC2)CCCCC1
8.2%	-9.9%	20.1%	Cc1cccnc1NC(N)=S
6.8%	-7.8%	-10.9%	COc1ccc(C(=O)[C@H]2[C@H]3C(=O)N(c4ccccc4)C(=O)[C@H]3C3C=CC=NN32)cc1 (stereo partly drawn)
9.7%	-6.8%	-5.0%	CCc1cc(C(=O)NNC(=S)Nc2cccc(C)c2)cs1
5.9%	3.9%	18.4%	Cc1cccc(NS(=O)(=O)c2cc(C(=O)N3CCN(C)CC3)ccc2C)c1
0.0%	0.2%	.	Cc1cccc(C)c1NC(=O)C1CCN(S(=O)(=O)c2cccc3nsnc23)CC1
2.4%	-6.4%	-21.3%	COc1ccccc1C1C(C(C)=O)=C(C)N=c2s/c(=C\c3cc(OC)c(OC)c(OC)c3)c(=O)n21 (stereo not drawn)
8.8%	-4.2%	-6.7%	COc1ccccc1-c1cc(N)n[nH]1
-4.8%	-5.0%	?	CC(C)Cn1c(N)c(S(=O)(=O)c2cccs2)c2nc3ccccc3nc21
1.2%	44.1%[activator]	-11.2%	CC1(C(=O)Nc2cccc(S(=O)(=O)N3CCOCC3)c2)Cc2ccccc2C(=O)O1 (stereo not drawn)
-2.5%	-14.2%	.	Cc1ccc(Cn2c(CN3CCC(C(=O)NCc4ccccc4C)CC3)cc3ccccc32)cc1

# An excerpt from above in order of heavy-atom count, lowest first:
TDP1 block	FEN1 inh	N370S GC mod	mol
9.7%	-6.8%	-5.0%	CCc1cc(C(=O)NNC(=S)Nc2cccc(C)c2)cs1
2.9%	-20.0%	-9.7%	O=C(CSc1nnc(Cc2ccccc2)o1)NCc1ccco1
.	9.5%	-1.3%	N#CCNC(=O)c1nn2c(C(F)(F)F)cc(-c3ccccc3)nc2c1Br
2.8%	15.6%	1.8%	O=C(NC1CC1)C1CCN(C2CCN(C(=O)CSc3ccccc3)CC2)CC1

# Ordered by the number under TDP1 block (lowest first): 3 from the list above.
TDP1 block	FEN1 inh	N370S GC mod	mol
1.1%	2.4%	-15.3%	CSCCC(NC(=O)c1ccccc1)C(=O)N/N=C(\C)Cc1ccccc1 (stereo not drawn)
1.2%	44.1%[activator]	-11.2%	CC1(C(=O)Nc2cccc(S(=O)(=O)N3CCOCC3)c2)Cc2ccccc2C(=O)O1 (stereo not drawn)
9.7%	-6.8%	-5.0%	CCc1cc(C(=O)NNC(=S)Nc2cccc(C)c2)cs1

# Single records (already shown).
# Cc1cccc(C)c1NC(=O)C1CCN(S(=O)(=O)c2cccc3nsnc23)CC1 in the list: TDP1 block: 0.0%; FEN1 inh: 0.2%; N370S GC mod: .
# CCc1cc(C(=O)NNC(=S)Nc2cccc(C)c2)cs1 in the list: TDP1 block: 9.7%; FEN1 inh: -6.8%; N370S GC mod: -5.0%

# The listing continues.
TDP1 block	FEN1 inh	N370S GC mod	mol
2.1%	-16.2%	-0.2%	O=C(Nc1cccc([N+](=O)[O-])c1)Nc1ccc2c(c1)CCC2
5.2%	-1.5%	-1.6%	CC(CN(C)Cc1ccccc1)OC(=O)c1cccs1 (stereo not drawn)
.	-3.5%	5.8%	CCn1cnc2c1c(=O)n(CC(=O)OC)c(=O)n2Cc1ccccc1
-0.5%	-10.9%	5.7%	CCN1CCN(CCCCOc2ccccc2F)CC1
10.7%	.	-2.5%	COc1ccccc1Nc1nc(-c2sc(NC(=O)c3ccc([N+](=O)[O-])cc3)nc2C)cs1
-2.7%	-0.2%	4.8%	CCCn1c(C)cc(C(=O)CSc2nc3nc(C)cc(C)n3n2)c1C
3.1%	-14.1%	-4.1%	CC(C)Oc1cc(NC(=O)CSCC(=O)Nc2cccc(C(F)(F)F)c2)c(Cl)cc1Cl
6.1%	18.0%	-15.0%	CCCOc1ccc(C2c3c(oc4cc(C)c(C)cc4c3=O)C(=O)N2CCCN2CCOCC2)cc1 (stereo not drawn)
0.0%	-15.5%	11.9%	NC(=NCCc1c[nH]c2ccccc12)NS(=O)(=O)c1ccc2ccccc2c1
4.9%	-16.7%	-3.3%	Cc1cccc(N2CCN(CC(=O)NCc3ccccc3)CC2)c1C
1.2%	7.0%	-27.0%	COc1ccc([N+](=O)[O-])cc1N(CC1CO1)S(=O)(=O)c1ccc(C)cc1 (stereo not drawn)
3.4%	-3.8%	.	CCc1ccc(C2C(C(=O)Nc3ccccc3C)=C(C)Nc3nc(SCc4cccc(OC)c4)nn32)cc1 (stereo not drawn)
.	-17.8%	-4.6%	CCNS(=O)(=O)c1ccc(CCC(=O)N2CCc3ccccc3C2)cc1
1.9%	-13.1%	-3.3%	CCCC(=O)c1c(C)c2ccccc2n1C
-7.9%	8.3%	9.2%	CCN1CCN(Cc2oc(CO)cc(=O)c2O)CC1
-2.6%	-3.7%	-12.3%	Cc1cc(C)n(CCC(=O)N/N=C/c2ccc(O)cc2)n1
0.6%	-1.4%	0.6%	Cc1ccc(S(=O)(=O)N2CCOCC2)cc1NC(=O)Cn1cc(C(F)(F)F)cc(Cl)c1=O
1.1%	-12.8%	-2.3%	COc1cc2[nH]c(=S)nc(NCc3ccccn3)c2cc1OC
.	5.5%	2.8%	Cc1ccc(OCCNC(=O)c2ccc(COc3ccccc3)o2)cc1
-10.3%[0.505 µM]	-1.6%	0.9%	COc1ccccc1C(=O)NCCC(=O)N1CCN(C(C)=O)CC1
1.6%	-8.9%	.	COC(=O)[C@H](CC(C)C)NC(=O)Cn1cnc2c(SC)nc(N)nc21
0.0%	-7.1%	-21.4%	CN(C(=O)c1cccs1)c1ccc(OCC(=O)N2CCC(C(N)=O)CC2)cc1
-0.5%[56.1 µM]	-0.8%	.	CC(C)CN(C(=O)CSc1ncnc2ccccc12)C1CCS(=O)(=O)C1 (stereo not drawn)
1.9%	-0.6%	-9.3%	CN1CCC(N(C)S(=O)(=O)c2ccc(NC(=O)COc3cccc(Cl)c3)cc2)CC1
2.1%	-7.5%	.	Cn1nc(-c2ccc(OCC(=O)Nc3cccc(C(F)(F)F)c3)cc2)c2ccccc2c1=O
4.7%	-2.1%	-2.1%	CCOC(=O)C1CCN(S(=O)(=O)c2cc(C(=O)N3CCCCC3)ccc2OC)CC1
-2.5%	-4.3%	.	COc1ccccc1CNc1nc2ccc(Cl)cc2n2cnnc12
0.3%	-3.5%	-22.9%	COc1cccc(C(=O)COc2ccc(NC(=O)c3cccs3)cc2)c1
3.6%	-3.2%	7.0%	Cc1c(C(=O)OCC(=O)N2CCCC2=O)oc2ccccc12
3.3%	-1.1%	1.3%	Cc1cc(C)cc(OCc2nnc(SCC(=O)c3ccc(Br)cc3)o2)c1
-2.1%	-2.3%	-11.6%	CN1CCN(C(c2ccc(F)cc2)c2nnnn2Cc2cccs2)CC1 (stereo not drawn)
4.9%	10.4%	-13.3%	Cc1ccccc1OCc1nnc(SC(C)C(=O)O)n1Cc1ccccc1 (stereo not drawn)
3.2%	-8.6%	-12.2%	O=C(Nc1ccc(C(=O)O)cc1)/C(=C\c1ccccc1)NC(=O)c1ccc(Br)cc1
8.0%	-7.4%	-1.2%	Clc1ccc(C2=Nn3c(nnc3-c3cccnc3)SC2)s1
-0.7%[56.1 µM]	-2.9%	.	N#Cc1ccccc1OCC(=O)OCC(=O)NC1CCCC1
7.1%	6.5%	9.7%	C=CCn1c(SCc2cc(=O)n3ccsc3n2)nc2sc(C)c(C)c2c1=O
0.0%	0.9%	8.0%	COC(=O)c1cc(C)sc1NC(=O)CCCC(=O)O
1.2%	2.8%	-21.6%	CC(C)(C)c1ccc(NC(=O)Nc2ccc(F)cc2)cc1
5.8%	.	-9.2%	Clc1ccc(Cn2c(CN3CCCC3)nc3ccccc32)cc1
1.9%	-6.2%	.	C[C@H](CO)N1C[C@H](C)[C@@H](CN(C)C(=O)Nc2ccc3c(c2)OCO3)Oc2ccc(NC(=O)Cc3ccccc3)cc2C1=O
0.0%	11.2%	.	CC(Oc1ccc(Cl)cc1)C(=O)N1CCN(C(=O)c2ccco2)CC1 (stereo not drawn)
4.1%	5.2%	-2.5%	Cn1c(=O)c2c(nc3n2CC(CO)O3)n(C)c1=O (stereo not drawn)
5.7%	16.3%	1.7%	COc1ccc(N2C(=O)C3C4C=CC(C4)C3C2=O)c([N+](=O)[O-])c1 (stereo not drawn)
2.1%	6.1%	-6.0%	O=C(CNC(=O)c1ccco1)NC1CCCCCC1
0.0%	-6.0%	-5.1%	Cc1ccc(SCCc2cc[n+](CC(=O)c3ccccc3)cc2)cc1
1.2%	-4.7%	-3.2%	CSc1nnc2ccc(-c3ccccn3)nn12
5.2%	.	-18.2%	CCC1SC2=NCN(c3ccccc3)CN2C1=O (stereo not drawn)
9.6%	18.1%	2.0%	O=[N+]([O-])c1cccnc1Oc1ccc(F)cc1
6.4%	1.5%	.	CCOc1ccc(CCNC(=O)c2cc3c(-c4ccccc4F)nn(C)c3s2)cc1
.	10.5%	-7.7%	CCCCC(=O)N1CCN(c2nc(-c3ccc(F)cc3)cs2)CC1

# 6 compounds from above, reduced to FEN1 inh and N370S GC mod.
smiles,FEN1 inh,N370S GC mod
CCC1SC2=NCN(c3ccccc3)CN2C1=O (stereo not drawn),.,-18.2%
CSc1nnc2ccc(-c3ccccn3)nn12,-4.7%,-3.2%
C[C@H](CO)N1C[C@H](C)[C@@H](CN(C)C(=O)Nc2ccc3c(c2)OCO3)Oc2ccc(NC(=O)Cc3ccccc3)cc2C1=O,-6.2%,.
CC(C)(C)c1ccc(NC(=O)Nc2ccc(F)cc2)cc1,2.8%,-21.6%
Cc1c(C(=O)OCC(=O)N2CCCC2=O)oc2ccccc12,-3.2%,7.0%
CN1CCN(C(c2ccc(F)cc2)c2nnnn2Cc2cccs2)CC1 (stereo not drawn),-2.3%,-11.6%

# Continuation:
TDP1 block	FEN1 inh	N370S GC mod	mol
11.1%[21 µM]	.	1.3%[12.8 µM]	CC(C)=CCC/C(C)=C/CO/N=C1/C[C@@H](O)[C@@H](O)[C@@H]2[C@@H]3C(=O)N(Cc4ccc5c(c4)OCO5)C(=O)[C@H]3CC[C@@H]12
-5.6%	-1.7%	-6.5%	O=C(O)C1CSC(c2ccc3c(c2)OCO3)N1 (stereo not drawn)
4.6%	7.2%	-0.7%	Cc1cc(C)n(-c2nc3c(c(=O)[nH]c(=O)n3C)n2Cc2ccc(F)cc2)n1
0.0%	-0.9%	3.1%	COc1ccc(S(=O)(=O)Cc2ccc(C(=O)NCc3ccco3)o2)cc1
7.3%	-0.2%	?	CCOC(=O)c1sc(C)c2c1NC(c1ccc(N(C)C)cc1)NC2=O (stereo not drawn)
-4.4%	-0.5%	.	CN1C(=O)c2ccccc2Sc2ccc(NC(=O)Cc3ccc(Cl)cc3)cc21
-10.4%	-2.9%	10.5%	CCn1c(SCC(=O)Nc2cc(C)on2)nnc1-c1cccs1
3.1%	-7.9%	-7.3%	CCN(c1ccccc1C)S(=O)(=O)c1cc2c3c(c1)CCC(=O)N3CCC2
4.9%	-13.6%	-2.1%	COc1cccc(/C=c2\sc3nc(-c4cccs4)nn3c2=O)c1OC
